AMPAR-TARP mod: modulators of GluA2-stargazin AMPA receptor complexes, primary screen, cell-based, membrane potential dye | 40,000 tested, 3.5% active | Voltage-dependent calcium channel gamma-2 subunit (Mus musculus) + Glutamate receptor 2 … | AID 1259245, 2017 | calls only at 30 µM | HEK293 GluA2+stargazin, membrane potential dye (FDSS), glutamate EC50; hits were called plate by plate, in both directions;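 active means any of four per-well response measures lying three or more SD from its plate-wide compound average, in either direction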
Target sequence (O88602 whole entry, looked up): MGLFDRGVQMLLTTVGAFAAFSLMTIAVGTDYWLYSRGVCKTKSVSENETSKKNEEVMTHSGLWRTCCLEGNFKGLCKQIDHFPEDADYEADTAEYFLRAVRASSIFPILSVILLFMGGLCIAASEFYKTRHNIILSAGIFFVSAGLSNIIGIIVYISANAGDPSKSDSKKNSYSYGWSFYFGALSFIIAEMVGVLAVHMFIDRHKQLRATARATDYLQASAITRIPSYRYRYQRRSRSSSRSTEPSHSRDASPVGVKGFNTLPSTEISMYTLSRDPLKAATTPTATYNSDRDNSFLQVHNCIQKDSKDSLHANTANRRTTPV
Target sequence (P19491 whole entry, looked up): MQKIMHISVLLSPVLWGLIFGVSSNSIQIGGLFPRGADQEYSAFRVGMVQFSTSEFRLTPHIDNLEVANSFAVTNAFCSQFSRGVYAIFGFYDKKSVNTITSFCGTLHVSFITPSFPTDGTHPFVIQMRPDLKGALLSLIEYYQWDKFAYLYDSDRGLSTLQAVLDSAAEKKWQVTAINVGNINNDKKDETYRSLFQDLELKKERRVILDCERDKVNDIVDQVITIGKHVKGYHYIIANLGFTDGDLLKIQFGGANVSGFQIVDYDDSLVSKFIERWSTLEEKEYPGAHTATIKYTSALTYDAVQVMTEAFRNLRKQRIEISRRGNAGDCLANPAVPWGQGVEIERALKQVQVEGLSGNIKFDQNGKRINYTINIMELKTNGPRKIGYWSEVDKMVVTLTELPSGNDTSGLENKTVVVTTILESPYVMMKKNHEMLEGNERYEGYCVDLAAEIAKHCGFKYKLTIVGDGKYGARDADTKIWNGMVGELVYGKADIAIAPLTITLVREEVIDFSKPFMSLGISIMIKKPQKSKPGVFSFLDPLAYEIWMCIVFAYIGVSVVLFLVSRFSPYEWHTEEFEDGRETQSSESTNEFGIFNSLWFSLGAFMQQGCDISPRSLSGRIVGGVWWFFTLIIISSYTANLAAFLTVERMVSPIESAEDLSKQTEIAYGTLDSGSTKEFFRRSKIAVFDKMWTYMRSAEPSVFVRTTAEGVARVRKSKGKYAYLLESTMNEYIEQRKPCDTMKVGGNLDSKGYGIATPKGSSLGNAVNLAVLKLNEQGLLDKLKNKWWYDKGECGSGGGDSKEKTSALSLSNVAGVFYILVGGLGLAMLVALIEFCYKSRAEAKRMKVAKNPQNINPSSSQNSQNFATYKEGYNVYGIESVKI
AMPAR-TARP mod agonism max-min: recorded beside AMPAR-TARP mod, whose call it bears; compound max-min signal; compound-alone response (agonism);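 unitless range of fluorescence divided by baseline over first 100 seconds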
AMPAR-TARP mod glutamate slope: further read-out of AMPAR-TARP mod, marked with its call; glutamate slope, % of max; measured here: glutamate response slope, % max;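 scaled per plate between vehicle wells and maximal 1 mM glutamate control wells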
* marks the source's active call; other numbers are inactive results; i = inactive; + = active, no number; & = joins results of further samples.

SMILES	AMPAR-TARP mod	AMPAR-TARP mod agonism max-min	AMPAR-TARP mod glutamate slope
O=C(Nc1nc2c(s1)CCCC2)c1cc(-c2ccco2)n(C2CCS(=O)(=O)C2)n1 (centres undefined)	i	0.14	78
Cc1noc(C)c1S(=O)(=O)NCCOc1ccc(-c2ccco2)nn1	i	0.039	55
Cc1ccc2cccc(OS(=O)(=O)N3CCCCC3)c2n1	i	0.089	51
Cc1cc(NC(=O)C(=O)NCC(c2cccs2)N2CCOCC2)no1 (centres undefined)	i	0.094	93
CC(C)S(=O)(=O)c1ccc(CC(=O)N(CCc2ccccc2)Cc2ccccn2)cc1	i	0.11	52
Cn1c(=O)[nH]c(=O)c2c1nc(NCc1ccco1)n2CC(O)COc1ccc(Cl)cc1 (centres undefined)	i	0.084	72
COC(=O)CCC(=O)NC(=S)Nc1ccccc1C(=O)N1CCC(C)CC1	i	0.046	55
CCOc1ccc(S(=O)(=O)NCC(c2cccn2C)N2CCCCCC2)cc1 (centres undefined)	i	0.064	48
CC(C)c1ccc(CC(=O)Nc2nnc(-c3ccc4c(c3)OCCO4)o2)cc1	i	0.08	79
CC(C)N1CCc2c(sc(NC(=O)Cc3cccs3)c2-c2nc3ccccc3s2)C1	i	0.098	48
O=C(Nc1cccc(N2CCCCC2=O)c1)C(=O)NC1CC1	i	0.057	44
CCCCn1cnc2c(-c3ccccc3)cn(CC(=O)Nc3ccc(NC(C)=O)cc3)c2c1=O	i	0.12&0.036	41&80
CCc1cnc2c(c1SCC(=O)N1CCN(c3ccccc3)CC1)c(=O)n(C)c(=O)n2C	i	0.085	59
CCN(CC)C(=O)C(=O)Nc1ccc(Br)cc1F	i	0.052	32
O=C(NCc1cccs1)NCC1CCN(C(=O)c2cc3ccccc3o2)CC1	i	0.055	41
CSc1ncccc1C(=O)N1CCC(CNC(=O)Nc2cccc(C(F)(F)F)c2)CC1	i	0.08	52
O=C(CSCc1ccccc1)NCC1CCN(C(=O)c2cc3ccccc3o2)CC1	i	0.038	28
Cc1nn(C(=O)N(C)C)c(C)c1CN1C(=O)c2ccccc2C1=O	i	0.096	58
COc1cc(C)c(S(=O)(=O)NC2CCCC2)cc1C(C)C	i	0.11	68
CCOC(=O)c1scc(-c2ccc(C)cc2)c1S(=O)(=O)N1CCN(c2ccccn2)CC1	+	0.044*	93*
CC1CS(=O)(=O)N(c2cccc(C(=O)NCCc3c[nH]c4ccccc34)c2)C1=O (centres undefined)	i	0.17	81
CCCCOc1ccc(C(=O)Nn2cnc3c(cnn3-c3ccccc3)c2=O)cc1	i	0.072	59
CCC(=O)Nc1nc2ccc([N+](=O)[O-])cc2s1	+	0.17*	75*
N#Cc1c(NC(=O)c2ccno2)sc2c1CCCC2	i	0.1	67
COc1ccc(-c2ccc(N3CCN(C(=O)Nc4cc(OC)cc(OC)c4)CC3)nn2)cc1	i	0.044	57
COc1cc(S(=O)(=O)N2CCN(c3cc(-n4ccnc4C)ncn3)CC2)c(C)cc1C	i	0.063	53
COc1cc(NC(=O)c2ccc(F)c(F)c2)ccc1N1CCCCC1=O	i	0.094	63
CC(C)CNCC(O)COc1ccccc1-c1ccccc1 (centres undefined)	i	0.068	45
O=S(=O)(NCC1CCN(Cc2ccccc2)CC1)c1cc(F)ccc1F	i	0.046	46
CC(C)c1nnc(C2CCN(C(=O)C3CC(=O)N(c4ccccc4)C3)CC2)o1 (centres undefined)	i	0.12	49

24 neighbouring records already listed, for reference:
SMILES	AMPAR-TARP mod	AMPAR-TARP mod agonism max-min	AMPAR-TARP mod glutamate slope
Cc1noc(C)c1S(=O)(=O)NCCOc1ccc(-c2ccco2)nn1	i	0.039	55
Cc1ccc2cccc(OS(=O)(=O)N3CCCCC3)c2n1	i	0.089	51
Cc1cc(NC(=O)C(=O)NCC(c2cccs2)N2CCOCC2)no1 (centres undefined)	i	0.094	93
CC(C)S(=O)(=O)c1ccc(CC(=O)N(CCc2ccccc2)Cc2ccccn2)cc1	i	0.11	52
Cn1c(=O)[nH]c(=O)c2c1nc(NCc1ccco1)n2CC(O)COc1ccc(Cl)cc1 (centres undefined)	i	0.084	72
COC(=O)CCC(=O)NC(=S)Nc1ccccc1C(=O)N1CCC(C)CC1	i	0.046	55
CCOc1ccc(S(=O)(=O)NCC(c2cccn2C)N2CCCCCC2)cc1 (centres undefined)	i	0.064	48
CC(C)c1ccc(CC(=O)Nc2nnc(-c3ccc4c(c3)OCCO4)o2)cc1	i	0.08	79
CC(C)N1CCc2c(sc(NC(=O)Cc3cccs3)c2-c2nc3ccccc3s2)C1	i	0.098	48
O=C(Nc1cccc(N2CCCCC2=O)c1)C(=O)NC1CC1	i	0.057	44
CCCCn1cnc2c(-c3ccccc3)cn(CC(=O)Nc3ccc(NC(C)=O)cc3)c2c1=O	i	0.12&0.036	41&80
CCc1cnc2c(c1SCC(=O)N1CCN(c3ccccc3)CC1)c(=O)n(C)c(=O)n2C	i	0.085	59
CCN(CC)C(=O)C(=O)Nc1ccc(Br)cc1F	i	0.052	32
O=C(NCc1cccs1)NCC1CCN(C(=O)c2cc3ccccc3o2)CC1	i	0.055	41
CSc1ncccc1C(=O)N1CCC(CNC(=O)Nc2cccc(C(F)(F)F)c2)CC1	i	0.08	52
O=C(CSCc1ccccc1)NCC1CCN(C(=O)c2cc3ccccc3o2)CC1	i	0.038	28
Cc1nn(C(=O)N(C)C)c(C)c1CN1C(=O)c2ccccc2C1=O	i	0.096	58
COc1cc(C)c(S(=O)(=O)NC2CCCC2)cc1C(C)C	i	0.11	68
CCOC(=O)c1scc(-c2ccc(C)cc2)c1S(=O)(=O)N1CCN(c2ccccn2)CC1	+	0.044*	93*
CC1CS(=O)(=O)N(c2cccc(C(=O)NCCc3c[nH]c4ccccc34)c2)C1=O (centres undefined)	i	0.17	81
CCCCOc1ccc(C(=O)Nn2cnc3c(cnn3-c3ccccc3)c2=O)cc1	i	0.072	59
CCC(=O)Nc1nc2ccc([N+](=O)[O-])cc2s1	+	0.17*	75*
N#Cc1c(NC(=O)c2ccno2)sc2c1CCCC2	i	0.1	67
COc1ccc(-c2ccc(N3CCN(C(=O)Nc4cc(OC)cc(OC)c4)CC3)nn2)cc1	i	0.044	57

The results go on.
SMILES	AMPAR-TARP mod	AMPAR-TARP mod agonism max-min	AMPAR-TARP mod glutamate slope
CC(=O)c1ccc(NC(=O)Cn2c(=O)n(Cc3ccccc3)c(=O)c3nscc32)cc1	+	0.16*	51*
Cc1cccc(NC(=O)C(=O)Nc2nc3ccccc3s2)c1	i	0.095	52
O=C(NCc1ccccc1Cl)C(=O)Nc1ccc([N+](=O)[O-])cc1	i	0.13	72
CN1CCN(S(=O)C23CC4CC(CC(C4)C2)C3)CC1 (centres undefined)	i	0.039	58
COc1ccc(CC(=O)NCC(O)c2sccc2C)cc1OC (centres undefined)	i	0.1	53
CCCCN(Cc1ccccc1)C(=O)c1cc2c(=O)n(C)c(=O)n(C)c2s1	i	0.064	45
COc1ccccc1CCNC(=O)Cc1csc(Nc2ccccc2)n1	i	0.12	48
CCOc1ccc(NC(=O)CCc2c(C)nn(-c3nc(C)cc(=O)[nH]3)c2C)cc1	i	0.099	48
CCOc1ccccc1C(=O)Nc1ccc(N2CCCC2=O)c(OC)c1	i	0.096	50
Cc1cc(NC(=O)C(=O)NCc2ccccn2)no1	i	0.12	68
COc1cccc(C(=O)NCCCN2CCOC(c3ccccc3)C2)c1OC (centres undefined)	i	0.039	36
NS(=O)(=O)c1ccc(CNC(=O)C2CN(c3nc4c(C(F)(F)F)cccc4s3)C2)cc1	i	0.12	64
Cc1cccc(NC(=O)c2cc(C)oc2C)c1	i	0.098	59
Cc1cc(C(=O)N2CC(C(=O)NCc3ccc(OC(F)(F)F)cc3)C2)no1	i	0.13	57
Cc1cc(C)n(CC(=O)Nc2ccccc2C(F)(F)F)c(=O)c1S(=O)(=O)c1ccccc1	i	0.039	77
O=C(c1cccs1)N1CCN(c2ccc(-c3ccc(Cl)cc3)nn2)CC1	i	0.12	52
CCn1ccnc1N1CCN(C(=O)c2cccc(C)c2)CC1	i	0.083	68
COc1ccc(Cl)cc1NC(=O)Cn1cnc2c(nnn2C)c1=O	i	0.086	53
CSc1cccc(NC(=O)C2CN(C(C)=O)C2)c1	i	0.093	54
COC(=O)c1sc2ccccc2c1S(=O)(=O)N(C)CC(=O)Nc1ccc(F)c(F)c1	i	0.14	49
COc1cc(C(=O)Nc2ccc3c(c2)N(C(=O)c2ccco2)CC3)cc(OC)c1OC	i	0.13	49
CCOC(=O)C1=C(CS(=O)(=O)c2ccc(C)c(C)c2)NC(=O)NC1c1ccc(OC)c(OC)c1 (centres undefined)	i	0.094	69
COc1ccc(S(=O)(=O)N2CCCc3cc(N)ccc32)cc1	i	0.11	26
Cc1nc(C)c(CC(=O)NCCOc2ccc(F)cc2)s1	i	0.082	63
COc1ccc(-c2nnc3n(Cc4cccc(C)c4)c4c(=O)n(C)c(=O)n(C)c4n23)cc1	i	0.1	36
COc1ncccc1C(=O)N1CCC(c2nnc(C(C)C)o2)CC1	i	0.1	56
CCOc1ccc(NC(=O)CSc2ccc(NC(=O)c3ccccc3)nn2)cc1	i	0.061	42
COc1ccc(OC)c(NC(=O)C(=O)NCC(c2cccs2)N(C)C)c1 (centres undefined)	i	0.076	95
CNC(=O)Cc1ccc(NS(=O)(=O)c2ccc(NC(C)=O)cc2C)cc1	i	0.071	32
CC1CS(=O)(=O)N(c2cccc(C(=O)Nc3ccc(C(N)=O)cc3)c2)C1=O (centres undefined)	i	0.15	52

Grouped by structure, those above with a nitro group on carbon (2)
SMILES	AMPAR-TARP mod	AMPAR-TARP mod agonism max-min	AMPAR-TARP mod glutamate slope
CCC(=O)Nc1nc2ccc([N+](=O)[O-])cc2s1	+	0.17*	75*
O=C(NCc1ccccc1Cl)C(=O)Nc1ccc([N+](=O)[O-])cc1	i	0.13	72

(next part)
SMILES	AMPAR-TARP mod	AMPAR-TARP mod agonism max-min	AMPAR-TARP mod glutamate slope
O=C(CSCc1ccccc1)NCC1(c2cccs2)CCOCC1	i	0.13	45
CCOc1ccc(CC(=O)Nc2ccc3nc(C)n(-c4ccc(F)cc4)c(=O)c3c2)cc1	i	0.088	43
COc1ccc2cc(S(=O)(=O)c3ccc(F)c(C)c3)c(=O)oc2c1	i	0.091	58
CC(=O)c1sc(NC(=O)CCCS(=O)(=O)c2ccccc2)nc1C	i	0.12	72
COc1ccc(S(=O)(=O)/N=C2/C=C(Nc3cccc(C)c3)C(=O)c3ccccc32)cc1	+	0.24*	45*
CCNC(=O)C1Cc2ccccc2N1C(=O)/C=C\c1ccc2c(c1)OCO2 (centres undefined)	i	0.041	42
Cc1cc(Cl)c(Cl)cc1S(=O)(=O)Nc1cccnc1	i	0.17	48
COc1ccc(CCNC(=O)Nc2cc(N3CCCS3(=O)=O)ccc2OC)cc1	i	0.073	48
COC(=O)Cc1c(C)c2cc(Cl)c(OCc3ccccc3)cc2oc1=O	i	0.052	39
CCCS(=O)(=O)N1CCN(Cc2nc(C(C)(C)C)cs2)CC1	i	0.12	55
O=C(Nc1ccc2c(c1)N(C(=O)C1CC1)CC2)c1ccc(F)cc1Cl	i	0.12	66
CCOC(=O)N1CCN=C1SCc1ccc(C(F)(F)F)cc1	i	0.059	45
CCOc1ccc(-n2nnnc2CN2CCN(C(=O)CSc3nnnn3C)CC2)cc1	i	0.078	79
O=C(Nc1ccc(F)cc1)N1CCN(c2ccc(-c3ccncc3)nn2)CC1	i	0.13	58
O=C(CCCS(=O)(=O)c1ccc(Cl)cc1)Nc1ccc2c(c1)C(=O)NC2=O	i	0.11	54
CCOc1ccc(NC(=O)CSc2nc3ccsc3c(=O)n2Cc2ccc3c(c2)OCO3)cc1	i	0.12	62
CNC(=O)c1cn(-c2ccc(SCC(=O)N3CCN(c4ccccc4)CC3)nn2)cn1	i	0.12	63
Cc1ccc(NC(=O)CSc2nnc(CCn3ccc(=O)[nH]c3=O)o2)cc1F	i	0.048	54
O=C(NCC(c1cccs1)N1CCOCC1)Nc1ccc(Cl)cc1 (centres undefined)	i	0.086	45
CC(=O)Nc1ccc(NC(=O)CCc2sc(C)nc2-c2cccs2)cc1	i	0.094	49
COc1ccc(NC(=O)c2ccc(=O)n(Cc3ccccc3F)c2)cc1	i	0.063	44

Some of the compounds tested (hit frequency here may not be typical).
